Compound activity from PubChem BioAssay.
TNAP inh Pi: blocks human TNAP phosphate release | AID 614 | 21,000 tested, under 10 active | P05186 | purified TNAP, pNPP, malachite green phosphate absorbance | inhibition, % at 20 µM
Target sequence (P05186 whole entry, looked up): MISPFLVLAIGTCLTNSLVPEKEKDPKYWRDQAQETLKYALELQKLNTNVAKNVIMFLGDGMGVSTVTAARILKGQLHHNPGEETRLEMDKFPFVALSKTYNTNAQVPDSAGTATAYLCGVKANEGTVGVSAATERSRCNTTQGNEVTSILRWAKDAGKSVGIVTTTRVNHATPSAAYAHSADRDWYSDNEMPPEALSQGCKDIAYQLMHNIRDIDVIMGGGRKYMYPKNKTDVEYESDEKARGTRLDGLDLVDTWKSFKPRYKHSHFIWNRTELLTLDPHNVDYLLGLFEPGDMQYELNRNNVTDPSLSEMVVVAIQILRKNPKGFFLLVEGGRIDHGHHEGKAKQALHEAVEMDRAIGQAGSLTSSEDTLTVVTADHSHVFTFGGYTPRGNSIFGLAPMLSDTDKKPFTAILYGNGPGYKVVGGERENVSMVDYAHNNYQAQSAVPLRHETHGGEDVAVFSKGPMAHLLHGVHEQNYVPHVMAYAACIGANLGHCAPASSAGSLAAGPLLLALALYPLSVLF
TNAP inh pNP: inhibitors of human tissue-nonspecific alkaline phosphatase | P05186 | purified TNAP, pNPP hydrolysis, absorbance 405 nm | inhibition, % at 20 µM | 21,000 tested, under 10 active;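 further: 0% = DMSO only wells and 100% = 1 mM levamisole wells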
* hit, by the source's call.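 How the source made its calls: active means inhibition above 50% at the 20 µM single-dose screen; inactive means the rest.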

SMILES | TNAP inh Pi | TNAP inh pNP
CCCNC(=O)c1ccccc1NS(=O)(=O)c1ccc2c(c1)OCCO2 | 9 | 4
CCN(Cc1cc2ccccc2[nH]c1=O)C(=O)c1cccnc1 | 10 | 5
CC(C)(C)NC(=O)C(c1ccco1)N(C(=O)c1csnn1)c1ccccc1 (stereo not given) | 0 | 0
COc1ccc(-c2nc(C#N)c(NCc3ccc(F)cc3)o2)cc1OC | 10 | 7
COc1ccc(Br)cc1C1NC(=O)c2c(sc3c2CCN(C)C3)N1 (stereo not given) | 9 | 1
Cc1nn(-c2ccccc2)c(C)c1NS(=O)(=O)c1ccccc1 | 11 | 1
COc1nc(N(C)S(=O)(=O)c2ccc(C)cc2)nc(C)c1Cl | 9 | 4
CC12CN3CC(=O)N4CC5(C)CN(CC(C)(C4)C5=O)C(=O)CN(C1)CC(C)(C3)C2=O | 6 | 0
Cc1c(C(=O)Nc2ccc3oc(-c4cccnc4)nc3c2)oc2ccccc12 | 11 | 4
CC12CCC(C(=O)N3CCN(Cc4ccccc4)CC3)(OC1=O)C2(C)C (stereo not given) | 10 | 1
Cc1ccc2c(c1)-c1cc(C)nn1C(c1sccc1C)N2 (stereo not given) | 14 | 5
Cc1ccc2cc(CN(CCN3CCOCC3)Cc3nnnn3Cc3ccco3)c(=O)[nH]c2c1C | 10 | 12
Cc1cc(C)nc(N2CCC(C(=O)NCC3CCCCC3)CC2)n1 | 19 | 3
CCOC(=O)CCCNC(=O)COc1ccccc1C#N | 12 | 3
O=C(OCc1ccc2c(c1)OCO2)c1ccc(S(=O)(=O)N2CCCC2)cc1 | 11 | 3
N#Cc1c(-c2ccccc2)cc(-c2ccco2)c(C#N)c1N | 12 | 4
COc1cc(C)nc(Oc2ccc(=O)[nH]n2)n1 | 0 | 0
COc1cccc(OC)c1OCCN1CCN(C(=O)c2ccco2)CC1 | -16 | -17
OCCCc1nc2ccccc2n1CCc1ccccc1 | 5 | 3
Cc1cc(C)nc(N(C#N)CCOc2ccccc2)n1 | 0 | 0
CCOC(=O)C1CCCN(C(=O)Nc2cccc(Cl)c2)C1 (stereo not given) | -17 | 2
CCOC(=O)C1=Nc2ccccc2C1=[N+]=[N-] | 6 | 4
O=C1c2ccccc2C(=O)N1CCn1c(=O)oc2ccccc21 | 6 | -3
COc1ccc(C)cc1NC(=O)c1[nH]c(C)c(C(C)=O)c1C | 8 | -1
O=C(CSc1nnc(Cc2ccccc2)o1)NCCc1ccccc1 | 9 | 5

Entries shown so far with a furan ring, fused or not (five):
SMILES | TNAP inh Pi | TNAP inh pNP
CC(C)(C)NC(=O)C(c1ccco1)N(C(=O)c1csnn1)c1ccccc1 (stereo not given) | 0 | 0
Cc1c(C(=O)Nc2ccc3oc(-c4cccnc4)nc3c2)oc2ccccc12 | 11 | 4
Cc1ccc2cc(CN(CCN3CCOCC3)Cc3nnnn3Cc3ccco3)c(=O)[nH]c2c1C | 10 | 12
N#Cc1c(-c2ccccc2)cc(-c2ccco2)c(C#N)c1N | 12 | 4
COc1cccc(OC)c1OCCN1CCN(C(=O)c2ccco2)CC1 | -16 | -17

(more compounds)
SMILES | TNAP inh Pi | TNAP inh pNP
Cc1ccc2[nH]c3c(c2c1)CN(C(=O)CN1CCN(c2ccccn2)CC1)CC3 | 7 | 2
CC1(C)Cc2[nH]c(=S)c(C#N)cc2CO1 | -6 | -4
Cc1oc2cc(O)ccc2c(=O)c1-c1cnn(-c2ccccc2)c1 | 7 | 1
Clc1ccccc1C(c1nnnn1Cc1ccco1)N1CCN(Cc2ccco2)CC1 (stereo not given) | 10 | 10
Cc1cc(C)n(C(=O)CSc2nnc(SCC(=O)n3nc(C)cc3C)s2)n1 | 0 | -2
COc1cccc(C(=O)CSc2nnc(-c3cc(OC)cc(OC)c3)o2)c1 | 4 | 7
CC(c1ccccc1)C1CC(=O)N(c2ccc(C(=O)O)cc2)C1=O (stereo not given) | -7 | -13
Cc1cccc(OCCCC(=O)Nc2ccc(S(=O)(=O)Nc3onc(C)c3C)cc2)c1 | 0 | 0
Cc1nc(CN2CCCC2=NC#N)n(-c2ccccc2)n1 | -4 | -2
Cc1nnc(NC(=O)Cc2cccs2)s1 | -2 | 5
CCOC(=O)c1cc2sc(C)cc2n1CC(=O)N1CCN(C(=O)c2ccco2)CC1 | 14 | 3
CCCCNC(=O)Nc1ccccc1C(=O)NCc1ccco1 | 9 | 6
Nc1nc(Cl)nc2c1ncn2[C@@H]1O[C@H](CO)[C@@H](O)[C@H]1O | 0 | -5
Cc1nn(CCCNC(=O)C2CCCO2)cc1Br (stereo not given) | 8 | 6
Cc1ccc(CNC(=O)CSc2ncccn2)cc1 | 15 | -1
CC1(C)CC(=O)C=C(NCc2ccncc2)C1 | 1 | -1
CCOC(=O)c1c(N2C(=O)C3C4C=CC(O4)C3C2=O)sc2c1CCCC2 (stereo not given) | 10 | 5
CC(=O)c1cccc(NC(=O)C2CCCN(S(=O)(=O)c3ccc(F)cc3)C2)c1 (stereo not given) | 6 | 3
O=S(=O)(N1CCCCC1)n1c(Cc2ccccc2)nc2ccccc21 | 13 | 0
CCOc1ccccc1N1CC(C(=O)Nc2ccc(C(=O)O)cc2)CC1=O (stereo not given) | -8 | -7
CO[C@H]1C[C@@H]2CC[C@@H](C)[C@@](O)(O2)C(=O)C(=O)N2CCCC[C@H]2C(=O)O[C@H]([C@H](C)C[C@@H]2CC[C@@H](O)[C@H](OC)C2)CC(=O)[C@H](C)C=C(C)[C@@H](O)[C@@H](OC)C(=O)[C@H](C)C[C@H](C)C=CC=CC=C1C | 8 | 4
Cn1c(=O)[nH]c(=O)c2[nH]c(N(Cc3ccccc3)Cc3ccccc3)nc21 | 4 | -2
CCOC(=O)c1c(C)[nH]c(/C(C)=N/O)c1C | 7 | 1
c1ccc(OCc2nn3c(-c4cccnc4)nnc3s2)cc1 | 8 | 2
CCC1(COC(NC(=O)c2cccnc2)(C(F)(F)F)C(F)(F)F)COC1 | 7 | 5
SMILES | TNAP inh Pi | TNAP inh pNP
CC1(C)CC(NS(=O)(=O)c2ccc(S(=O)(=O)N3CCOCC3)cc2)CCO1 (stereo not given) | 10 | 4
CN1CCN(S(=O)(=O)c2ccc(NC(=O)c3ccc(Br)o3)cc2)CC1 | -13 | 5
COc1ccccc1NC(=O)CSc1nc(O)cc(=O)n1C | -4 | 2
COC(=O)COc1cccc(NS(=O)(=O)c2ccc(NC(C)=O)cc2)c1 | 12 | -2
Cc1cc(C2=CC(C)(c3cc(C)oc3C)Nc3nc(C(F)(F)F)nn32)c(C)o1 (stereo not given) | 0 | 6
COc1cc(C2c3c(oc4ccc(C)cc4c3=O)C(=O)N2c2cc(C)ccn2)cc(OC)c1OC (stereo not given) | 8 | 3
CCC(C)n1cnc2c(c1=O)c1nc3ccccc3nc1n2-c1ccc2c(c1)OCCO2 (stereo not given) | 1 | 3
CCC1(CC)NC(=O)N(CC(=O)OCn2nnc3ccccc3c2=O)C1=O | 0 | 0
COCCNc1oc(-c2ccc(Cl)cc2)nc1C#N | 8 | 5
CC(C)(C)NC(=O)c1ccc2nccnc2c1 | 6 | 0
CCCn1c(C)nc2c(c1=O)c1nc3ccccc3nc1n2CCC1=CCCCC1 | 7 | 6
COC(=O)C(NC(=O)c1ccccc1)(Nc1nccs1)C(F)(F)F (stereo not given) | 2 | 1
O=C1Nc2ccc(Br)cc2C1(O)Cc1ccncc1 (stereo not given) | 4 | -1
COc1ccc(CN2CCC(=O)NC2=O)cc1 | 7 | 2
COC(=O)c1ccc2c(=O)n(CCCN3CCOCC3)c(=S)[nH]c2c1 | 11 | 2
CCCn1nnc(NC(=O)c2cccc(OCC)c2)n1 | 7 | 6
CCOC(=O)Cc1c(C)nc2cc(-c3ccc(C)cc3)[nH]n2c1=O | 8 | 0
C=CCn1c(SCC(=O)Nc2ccc3c(c2)OCO3)nnc1-c1ccccc1 | 12 | 7
N#Cc1nc(-c2ccco2)oc1NCCCn1ccnc1 | 8 | 4
NC(=O)C1CCN(Cc2nc(-c3ccccc3)no2)CC1 | -16 | 4
CCN(CC)S(=O)(=O)c1ccc(Nc2cc(C)nc3ncnn23)cc1 | 8 | 3
Cn1c(Cc2csc(N)n2)nnc1SC/C=C/c1ccccc1 | 7 | 3
Cc1nc2ccc(NC(=O)C3CCN(S(=O)(=O)c4cccs4)CC3)cc2s1 | -32 | -4
CCOC(=O)C1CCN(S(=O)(=O)c2ccc(-n3cnnn3)c(C)c2)CC1 | 7 | 3
Cc1c(C)c2cc(Cl)c(O)c(CN3CCN(C)CC3)c2oc1=O | 9 | 4

Complete entries, looked up by structure. Values in the order: TNAP inh Pi	TNAP inh pNP
Listed for CCOC(=O)Cc1c(C)nc2cc(-c3ccc(C)cc3)[nH]n2c1=O = 8	0
Listed for C=CCn1c(SCC(=O)Nc2ccc3c(c2)OCO3)nnc1-c1ccccc1 = 12	7
Listed for CCCn1c(C)nc2c(c1=O)c1nc3ccccc3nc1n2CCC1=CCCCC1 = 7	6
Listed for COC(=O)C(NC(=O)c1ccccc1)(Nc1nccs1)C(F)(F)F (stereo not given) = 2	1
Listed for O=C1Nc2ccc(Br)cc2C1(O)Cc1ccncc1 (stereo not given) = 4	-1

Reprinted at random: 2 compounds from above
SMILES | TNAP inh Pi | TNAP inh pNP
CC12CN3CC(=O)N4CC5(C)CN(CC(C)(C4)C5=O)C(=O)CN(C1)CC(C)(C3)C2=O | 6 | 0
COc1ccccc1NC(=O)CSc1nc(O)cc(=O)n1C | -4 | 2

More structures:
SMILES | TNAP inh Pi | TNAP inh pNP
Cc1cc(NC(=O)CCC(=O)N(CC(=O)NC2CCCC2)Cc2ccccc2Cl)no1 | 6 | 0
COC(=O)C1=C(C)Nc2nnnn2C1c1cc(OC)ccc1OC (stereo not given) | -2 | -6
CC1CN(c2nc3c(c(=O)n(Cc4ccc(Cl)cc4)c(=O)n3C)n2C)CC(C)O1 (stereo not given) | 8 | 0
Cn1nc(CC(=O)N2CCN(c3ccccc3)CC2)c2ccccc2c1=O | 12 | 5
O=C(O)Cn1c(SCCOc2ccccc2F)nc2ccccc21 | -6 | 7
O=C(COC(=O)c1cncc(Br)c1)NCC1CCCO1 (stereo not given) | 11 | 5
O=C(C1=COCCO1)N1CCN(S(=O)(=O)c2cccc(Cl)c2Cl)CC1 | -2 | 6
CCn1c(SCC(=O)Nc2ccccc2)nnc1-c1ccc(S(=O)(=O)N2CCOCC2)cc1 | 11 | 6
Cc1cc(C(=O)N2CCN(c3ccccn3)CC2)no1 | 9 | 4
CC1(C)CC(=O)C(C=NCCN2CCN(C(=O)c3ccccc3)CC2)=C(O)C1 | -11 | 5
COc1cccc(C(=O)NCC2CCN(c3ccc(S(=O)(=O)N4CCOCC4)cc3)CC2)c1 | -11 | 4
CN(Cc1ccccc1)C(=O)N[C@@H](Cc1ccccc1)C(=O)O | 11 | 6
CCCc1nnc(NC(=O)CCC(=O)N2CCN(CCn3c(C)ccc3C)CC2)s1 | 15 | 3
CN(C)CCCOC(=O)C1c2ccccc2Oc2ccccc21 | 3 | 2
Cc1cc(SCC#N)n2nc(C)c(-c3ccccc3)c2n1 | -15 | 4
CCOc1nc2c(c(=O)n(C)c(=O)n2C)n1Cc1ccccc1Cl | 6 | 2
Cc1ccc(SCC(=O)NCCCN2CCOCC2)cc1 | 12 | 4
COc1ccc(C2NCCC3(O)CCCCC23)c(OC)c1OC (stereo not given) | 9 | 2
O=S1(=O)C=C(SCCN2CCCCC2)c2ccccc21 | 6 | 1
Cc1nc2nc(SCC(N)=O)[nH]c2cc1Br | -20 | 2
CCOC(=O)CNC(=O)CNC(=O)c1ccc(OC)cc1 | -25 | 0
COc1ccccc1NC(=O)c1c(C)cc(=O)oc1C | 0 | 0
c1ccc(-c2noc(-c3ccco3)n2)nc1 | 3 | 1
CCOc1ccccc1NC(=O)COc1cccc(-n2cnnn2)c1 | 6 | 4
COc1ccc(CCN2CCC(Nc3nc4ccccc4n3Cc3ccc(F)cc3)CC2)cc1 | 0 | -1

The last 7 records of the section above are carried over, then new ones follow:
SMILES | TNAP inh Pi | TNAP inh pNP
O=S1(=O)C=C(SCCN2CCCCC2)c2ccccc21 | 6 | 1
Cc1nc2nc(SCC(N)=O)[nH]c2cc1Br | -20 | 2
CCOC(=O)CNC(=O)CNC(=O)c1ccc(OC)cc1 | -25 | 0
COc1ccccc1NC(=O)c1c(C)cc(=O)oc1C | 0 | 0
c1ccc(-c2noc(-c3ccco3)n2)nc1 | 3 | 1
CCOc1ccccc1NC(=O)COc1cccc(-n2cnnn2)c1 | 6 | 4
COc1ccc(CCN2CCC(Nc3nc4ccccc4n3Cc3ccc(F)cc3)CC2)cc1 | 0 | -1
C=C(Br)CN1CCN(CC(=C)Br)CC1 | 2 | 1
Oc1ccccc1-c1nc(NCCN2CCOCC2)c2ccccc2n1 | 7 | 3
O=C(O)CCCCCNc1nc2ncn(Cc3ccccc3)c2c(=O)[nH]1 | 6 | 1
COCCCn1c2nc3ccccc3nc2c2c(=O)n(CC3CCCO3)cnc21 (stereo not given) | 8 | 4
CC(=O)Cc1nsc(NC(=O)c2ccc(-c3cccc(C(F)(F)F)c3)o2)n1 | 7 | -1
CC(CC(C)C(=O)N1CCOCCN(C(=O)C(C)CC(C)C(=O)O)CCOCC1)C(=O)O (stereo not given) | 7 | 2
C=CCn1c(-c2cc(OC)cc(OC)c2)n[nH]c1=S | 11 | 5
CS(=O)(=O)N(CCC(=O)O)Cc1ccccc1 | 7 | 1
CC(C)(C)c1cc(C(=O)NCc2ccco2)ccn1 | 6 | 2
O=C1CC(N2CCC(O)(c3ccc(Cl)cc3)CC2)C(=O)N1Cc1ccc(N2CCCC2=O)cc1 (stereo not given) | 14 | 4
O=C(CCn1nnc2ccccc21)Nc1nnc(-c2ccccc2F)s1 | -4 | -3
CC1(C)CC(=O)C(C=NCCN2CCN(CCCCS(=O)(=O)O)CC2)=C(O)C1 | 9 | 6
Cc1cc(C)nc(N2CCC(C(=O)NCc3ccco3)CC2)n1 | 6 | 6

Not all compounds are listed, so the mix of outcomes need not match the whole.
